NCI-60 one-dose screen, 48 h, at 10 µM unless noted. Numbers give growth in % (100 = growth as untreated, 0 = no growth, -100 = all killed).
NCI/ADR-RES – NCI/ADR-RES ovarian cells; AID 1794790; 81,000 compounds, 4.4% hits
NCI-H226 – NCI-H226 lung cancer. 79,000 compounds, 3.5% hits. AID 1794732
NCI-H460 – NCI-H460 lung cancer | AID 1794736 | 82,000 compounds, 6.8% hits
NCI-H322M – NCI-H322M lung cancer; 80,000 compounds, 2.7% hits
NCI-H522 – NCI-H522 lung cancer. 78,000 compounds, 8% hits
IGROV1 – IGROV1 ovarian cancer; 79,000 compounds, 4.7% hits; AID 1794786
SK-OV-3 – SK-OV-3 ovarian cancer cells. AID 1794785. 80,000 compounds, 3.2% hits
NCI-H23 – NCI-H23 lung cancer; 80,000 compounds, 4% hits; AID 1794731
OVCAR-4 – OVCAR-4 ovarian cancer cells. 80,000 compounds, 3.7% hits. AID 1794784
The depositor's hits bear a star; . = no result given. The calls were made as follows: active = growth percent below 10; inactive = the rest. Not all compounds are listed, so the mix of outcomes need not match the whole.

SMILES | NCI/ADR-RES | NCI-H226 | NCI-H460 | NCI-H322M | NCI-H522 | IGROV1 | SK-OV-3 | NCI-H23 | OVCAR-4
CC1(C)CC(=O)C2=C(C1)N(Nc1ccccc1)c1nc(N)c(C#N)c(N)c1C2c1ccccc1Cl (configuration not stated) | 106 | 101 | 105 | 108 | 96 | 114 | 96 | 106 | 112
O=C1NC(=O)C(=Cc2cn(Cc3ccccc3)c3ccccc23)C(=O)N1 | 106 | -69* | 30 | 82 | 102 | -27* | 53 | 93 | 68
CCCCCCC(=O)NC1=C(N2CC2)C(=O)C(NC(=O)CCCCCC)=C(N2CC2)C1=O | 60 | 75 | 24 | 79 | 39 | 20 | 40 | 34 | 31
O=C1NCCCCC1(Br)Br | 109 | 99 | 107 | 99 | 101 | 101 | 109 | 105 | 98
CCCCCC1(C(C)C)C(=O)NC(=S)NC1=O | 98 | 92 | 107 | . | 95 | 101 | 92 | 92 | 99
CC(C)COC(C[N+](=O)[O-])C(Cl)(Cl)Cl (configuration not stated) | 94 | 107 | 108 | 106 | 99 | 103 | 106 | 105 | 101
CC[C@]12C=CCN3CC[C@@]4(c5ccc(OC)cc5N(C)[C@H]4[C@@](O)(C(=O)OC)[C@@H]1OC(=O)CCC[P+](c1ccc(F)cc1)(c1ccc(F)cc1)c1ccc(F)cc1)[C@@H]32 | 104 | 47 | 31 | 65 | -18* | -15* | 55 | 36 | 49
CCCCN(CCCC)CC(O)c1ccc(Cl)c(Cl)c1 (configuration not stated) | 106 | 94 | 102 | 110 | 109 | 109 | 97 | 94 | 112
C#CC1(O)CCCC1 | 105 | 99 | 106 | 109 | 84 | 99 | 103 | 101 | 112
CC1(C)C(C(=O)c2cn(CCCCF)c3ccccc23)C1(C)C | 98 | 82 | 103 | 112 | 57 | 114 | 102 | 85 | 107
CCN(CC)P(=O)(N1CC1C)N1CC1C (configuration not stated) | 108 | 109 | 109 | 94 | . | 103 | 102 | 111 | 112
NC(CCSCc1ccc(N(CCCl)CCCl)cc1)C(=O)O (configuration not stated) | 119 | 104 | 92 | 114 | 88 | 106 | 103 | 106 | 110

Compounds from the list above that have four or more nitrogen atoms (2):
SMILES | NCI/ADR-RES | NCI-H226 | NCI-H460 | NCI-H322M | NCI-H522 | IGROV1 | SK-OV-3 | NCI-H23 | OVCAR-4
CC1(C)CC(=O)C2=C(C1)N(Nc1ccccc1)c1nc(N)c(C#N)c(N)c1C2c1ccccc1Cl (configuration not stated) | 106 | 101 | 105 | 108 | 96 | 114 | 96 | 106 | 112
CCCCCCC(=O)NC1=C(N2CC2)C(=O)C(NC(=O)CCCCCC)=C(N2CC2)C1=O | 60 | 75 | 24 | 79 | 39 | 20 | 40 | 34 | 31

Next compounds:
SMILES | NCI/ADR-RES | NCI-H226 | NCI-H460 | NCI-H322M | NCI-H522 | IGROV1 | SK-OV-3 | NCI-H23 | OVCAR-4
CCc1cccc(CC)c1NC(=O)NCCN1CC1 | . | 108 | 103 | 116 | 99 | 107 | 111 | 100 | 119
IC1c2ccccc2C1I (configuration not stated) | 98 | 100 | 120 | 89 | 89 | 99 | 97 | 97 | 107
Clc1ccc(NP(Br)(c2ccccc2)(c2ccccc2)c2ccccc2)cc1 | 62 | 85 | 64 | 101 | . | 100 | 102 | 90 | 110
CC12COC(=O)CC1CCC1C2CCC2(C)C1CCC2(C)O (configuration not stated) | 97 | 103 | 108 | 105 | 108 | . | 101 | 103 | 110
O=P1(c2ccccc2)CC=CC1 | 114 | 59 | 110 | 124 | 107 | 128 | 110 | 104 | 105
CCCCC1C(=O)NC(=S)N(C)C1=O (configuration not stated) | 101 | 101 | 108 | . | 96 | 114 | 97 | 95 | 105
S=C=NCCc1ccccc1 | 21 | 86 | 58 | 110 | 44 | 44 | 122 | 20 | 70
Clc1ccc(C(c2ccccc2Cl)C(Cl)(Cl)Cl)cc1 (configuration not stated) | 94 | 89 | 95 | 110 | 84 | 94 | 108 | 94 | 83
O=C(CCl)OCCOC(=O)CCl | 106 | 107 | 107 | 101 | . | 113 | 94 | 105 | 110
O=C1OC(c2cccnc2)=N/C1=C\c1ccccc1 | 92 | 87 | 89 | 91 | 102 | 98 | 116 | 91 | 100
O=Nc1c(O)[nH]c(=O)[nH]c1=O | 108 | . | 116 | 105 | 89 | 103 | 107 | 113 | 111
O=[N+]([O-])c1ccc(C[N+]23CCN(CC2)CC3)cc1 | 102 | 99 | 104 | 104 | 87 | 96 | 91 | 100 | 104
C[C@]12C/C(=C/Sc3ccc(Cl)cc3)C(=O)C[C@@H]1CC[C@@H]1[C@@H]2CC[C@@]2(C)[C@H]1CC[C@]2(C)O | 93 | 100 | 96 | 100 | 65 | 75 | 101 | 78 | 88
CC(=O)O[C@H]1CCC2(C)C(=C/C(=N\O)C3C2CCC2(C)C3CC[C@@H]2OC(C)=O)C1 (some centres not stated) | 95 | 105 | 106 | . | 86 | 102 | 114 | 96 | .
NC(=O)c1cc([N+](=O)[O-])c(Cl)c([N+](=O)[O-])c1Cl | 20 | 60 | 72 | 98 | -82* | 28 | 101 | 26 | -59*
C[C@@H](Oc1cc(Cl)c(Cl)cc1Cl)C(=O)O | 99 | 100 | 106 | 112 | 84 | 112 | 98 | 97 | 114
O=NN(Cc1ccccc1)Cc1ccccc1 | 110 | 114 | 117 | 75 | 106 | 116 | 112 | 109 | 108
NC(=O)c1[nH]cnc1NN=NCCF | 91 | 93 | 93 | 96 | 103 | 100 | 43 | 103 | 83
S=C(NCCN1CC1)Nc1cccc2ccccc12 | . | 98 | 98 | 114 | 109 | 109 | 105 | 100 | 120
CCOP(=S)(NN=C1CCCCC1)OCC | 107 | 98 | 112 | . | 90 | 99 | 100 | . | 104
CCCCOP(=O)(N1CCCC1)N1CCCC1 | 104 | 99 | 112 | 101 | . | 97 | 105 | 105 | 115
CCOP(=O)(OCC)Oc1c(Cl)c(Cl)c(O)c(Cl)c1Cl | 95 | 101 | 97 | 100 | 92 | 95 | 91 | 98 | 102
CCOP(=S)(N/N=C1/CCCC(C)C1)OCC (configuration not stated) | 104 | 97 | 120 | 134 | 102 | 122 | 118 | 99 | 89
CC/C(=N/OC(=O)N(C)C)c1ccccc1 | 106 | 107 | 110 | . | 91 | 99 | 101 | . | 115
O=[N+]([O-])c1c(Cl)cc(Cl)c([N+](=O)[O-])c1Cl | 103 | 117 | 96 | 119 | 37 | 100 | 111 | 98 | 112
C[C@@H]1C[C@@H]([C@H](O)CC2CC(=O)NC(=O)C2)C(=O)[C@@H](C)C1 | 0.4* | 12 | 4.5* | 2.7* | -16* | 11 | 11 | -3.8* | 13
CCOC(=O)N1C2CCCCC21 (configuration not stated) | 104 | 99 | 105 | 110 | 105 | 111 | 118 | 104 | 113
CN1C(=O)N(C)C(O)C(Cl)(Br)C1=O (configuration not stated) | 97 | 108 | 107 | 88 | 89 | 97 | 104 | 100 | 99
O=C(c1cccc(C(=O)N2CC2)c1)N1CC1 | 106 | 95 | 103 | 103 | 91 | 104 | 97 | 105 | 116
CCCCC(=O)c1cc(OC)cc(OC)c1 | 105 | 101 | 105 | 98 | 122 | . | 114 | 101 | 94
NC(N)=N/N=C\c1c[nH]c2ccc(Br)cc12 | 87 | 69 | 102 | 88 | 81 | 101 | 97 | 86 | 97
CS(=O)(=O)Oc1ccc([N+](=O)[O-])cc1[N+](=O)[O-] | 103 | . | 104 | 95 | 85 | 99 | 84 | 97 | 103
C[C@]12C=CC(=O)C=C1CC[C@@H]1[C@@H]2[C@H](O)C[C@@]2(C)[C@H]1CC[C@]2(C)O | 108 | 112 | 106 | 119 | . | 111 | 116 | 101 | 106
NS(=O)(=O)c1nc[nH]c1[N+](=O)[O-] | 102 | 99 | 106 | 110 | 109 | 115 | 101 | 100 | 105
CC(=O)O[C@H]1CC[C@H]2[C@@H]3CC=C4c5nc(-c6ccccc6)sc5CC[C@]4(C)[C@H]3CC[C@]12C | 71 | 95 | 39 | 91 | 44 | 97 | 95 | 72 | 87
CC12CCC(=O)C=C1CCC1C2=CCC2(C)C(O)CCC12 (configuration not stated) | 94 | 96 | 107 | 103 | 97 | 97 | 109 | 105 | 100
NC(N)=N/N=C/C(O)C(O)C(O)C(O)CO (configuration not stated) | 102 | 108 | 105 | 90 | . | 94 | 96 | 98 | 110
C=CC12CN(C)C3C4COC(CC41)C1(C(=O)Nc4ccccc41)C32 (configuration not stated) | 94 | 105 | 96 | 89 | 89 | 106 | 107 | 86 | 103
CCOC(=O)[C@@H](C)C[C@H](Cc1ccccc1)NC(=O)c1csc([C@@H](C[C@H](C(C)C)N(C)C(=O)CNC(=O)[C@H]2CCCCN2C)OC(C)=O)n1 | 75 | 70 | 6.0* | 45 | -13* | 33 | 22 | 32 | 46
O=C(c1ccccc1)C(Cc1ccccc1)N1CCOCC1 (configuration not stated) | 110 | 102 | 110 | 117 | . | 114 | 106 | 95 | 106
ClCCN1CCSCC1 | 107 | 98 | 110 | 101 | 105 | 101 | 106 | 107 | 114
CC(=O)O[C@H]1[C@H]2[C@@H](CC[C@H]3C[C@@H](O)CC[C@@]32C)[C@@]2(O)CC[C@H](C(C)=O)[C@@]2(C)[C@@H]1OC(=O)/C=C/c1ccccc1 | 92 | 99 | 111 | 94 | 89 | 100 | 102 | 105 | 107
O=C(Nc1ccncc1F)c1cn(CC2CC2)c2ccccc12 | 101 | 84 | 101 | 109 | 92 | 109 | 105 | 101 | 98
COc1cc2ncnc(Nc3ccc(F)c(Cl)c3)c2cc1OCC(=O)N1CCN(C)CC1 | 87 | 102 | 104 | 27 | 39 | 48 | 14 | 98 | 79
S=C=Nc1cccc2ccccc12 | 108 | 91 | 113 | 95 | 95 | 105 | 103 | 100 | 119
COc1ccc2cc([C@H](C)C(=O)[Se]CCC#N)ccc2c1 | -14* | -50* | -27* | -22* | -96* | -52* | -71* | . | -44*
COc1cc(OC)c(S(=O)(=O)N(CCCl)CCCl)cc1C(=O)/C=C/c1ccc(C)cc1 | 63 | 81 | 32 | 89 | 83 | 87 | 74 | . | 52
C1CCC([PH+](C2CCCCC2)C2CCCCC2[PH+](C2CCCCC2)C2CCCCC2)CC1.O=C(C1[CH-]CCCC1)C1CCCC[N-]1.[Au] (configuration not stated) | 17 | -60* | -50* | -48* | -22* | -33* | -52* | -35* | 18

Compounds listed so far that contain an aryl methoxy group:
SMILES | NCI/ADR-RES | NCI-H226 | NCI-H460 | NCI-H322M | NCI-H522 | IGROV1 | SK-OV-3 | NCI-H23 | OVCAR-4
CC[C@]12C=CCN3CC[C@@]4(c5ccc(OC)cc5N(C)[C@H]4[C@@](O)(C(=O)OC)[C@@H]1OC(=O)CCC[P+](c1ccc(F)cc1)(c1ccc(F)cc1)c1ccc(F)cc1)[C@@H]32 | 104 | 47 | 31 | 65 | -18* | -15* | 55 | 36 | 49
CCCCC(=O)c1cc(OC)cc(OC)c1 | 105 | 101 | 105 | 98 | 122 | . | 114 | 101 | 94
COc1cc2ncnc(Nc3ccc(F)c(Cl)c3)c2cc1OCC(=O)N1CCN(C)CC1 | 87 | 102 | 104 | 27 | 39 | 48 | 14 | 98 | 79
COc1ccc2cc([C@H](C)C(=O)[Se]CCC#N)ccc2c1 | -14* | -50* | -27* | -22* | -96* | -52* | -71* | . | -44*
COc1cc(OC)c(S(=O)(=O)N(CCCl)CCCl)cc1C(=O)/C=C/c1ccc(C)cc1 | 63 | 81 | 32 | 89 | 83 | 87 | 74 | . | 52

Results in NCI-H522 and OVCAR-4, for 2 of the compounds above:
SMILES	NCI-H522	OVCAR-4
Clc1ccc(NP(Br)(c2ccccc2)(c2ccccc2)c2ccccc2)cc1	.	110
COc1ccc2cc([C@H](C)C(=O)[Se]CCC#N)ccc2c1	-96*	-44*

New compounds follow.
SMILES | NCI/ADR-RES | NCI-H226 | NCI-H460 | NCI-H322M | NCI-H522 | IGROV1 | SK-OV-3 | NCI-H23 | OVCAR-4
Nc1ncnc2c1ncn2C1OC(COP(=O)(O)CP(=O)(O)O)C(O)C1O (configuration not stated) | 108 | 94 | 104 | 118 | 99 | 119 | 100 | 106 | 116
CC(C)(C)NC(=O)CCl | 113 | 92 | 104 | 114 | 106 | 113 | 103 | 112 | 100
C=CC[C@]1(O)CCC2C3CCC4=CC(=O)CCC4=C3C=C[C@@]21C (some centres not stated) | 88 | 119 | 102 | 103 | 86 | 104 | 111 | 97 | 97
O=C(/C=C/c1ccc(Cl)cc1)c1nc2ccccc2n1Cc1ccc(F)cc1 | 7.7* | 37 | 27 | 54 | 35 | 29 | 78 | 33 | 59
CCCCOc1nc2c(C)cccc2cc1C(c1c(O)c2ccccc2oc1=O)c1cn(CCCC)c2ccccc12 (configuration not stated) | 88 | 70 | 92 | 96 | 82 | 77 | 86 | 84 | 94
CNCCc1ccc(O)c(O)c1 | . | 101 | 106 | 106 | 59 | 108 | 116 | . | 99
C1CCC2CN(CCN3CCOCC3)CC2C1 (configuration not stated) | 103 | 96 | . | 101 | 86 | 109 | 107 | 93 | 107
CCCCCN1CCN(Cc2ccc(Br)cc2)CC1 | 93 | 116 | 95 | 98 | 68 | 94 | 96 | 90 | 98
NC(N)=N/N=C/C/C=N/N=C(N)N | 110 | 105 | 110 | 104 | 115 | 104 | 113 | 115 | 109
COc1cc(C=C2C(=O)NC(=S)NC2=O)ccc1O | 112 | 100 | 102 | 97 | 97 | 103 | 110 | 114 | 113
CCOC(=O)N(C)N=O | 108 | 93 | 107 | 104 | 100 | 111 | 115 | 105 | 118
CC(NC(=O)C(Cl)Cl)C(=O)O (configuration not stated) | 102 | 95 | 108 | 100 | 75 | 107 | 104 | 91 | 104
C[C@]12CCC3[C@@H](C[C@@H]4SC(Nc5ccccc5)=N[C@@]45CC(=O)CC[C@]35C)[C@@H]1CCC2=O (some centres not stated) | 9.9* | 49 | -13* | 58 | -66* | -11* | 57 | 43 | 32
